# Screening results deposited in PubChem BioAssay by National Center for Advancing Translational Sciences (NCATS).
# Pol eta inh – inhibitors of human DNA polymerase eta. Q9Y253. recombinant Pol eta, fluorescent DNA replication assay. Potency, µM (doses to about 114 µM), without a hit: at the top dose activity change, negative = inhibition, hits mostly inhibitors. 390,000 compounds, 1.2% hits. AID 588591; also: % is scaled to controls: 0 for no effect and ±100 for the full control effect
#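 Fluorescent replication assay: 50 nM final substrate added after a 15 min room-temperature compound preincubation with 10 nM enzyme. Signal taken at 0 min and again at 10 min.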
# POLK inh – DNA polymerase kappa (human) inhibition; AID 588579; 400,000 compounds, 0.53% hits; Q9UBT6; purified Pol kappa, fluorescent DNA synthesis assay, 10 min; Potency, µM (titrated, usually from 107 µM), inactives show at the top dose activity, negative = inhibition, most hits filed as inhibitors; also: % is scaled to controls: 0 for no effect and ±100 for the full control effect
#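 First, compounds were pin-transferred onto 10 nM Pol kappa. After 15 min at room temperature, substrate was added to 50 nM final. Fluorescence was then measured kinetically at 0 and 10 min.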
# BAZ2B inh – inhibitors of human BAZ2B bromodomain; Potency, µM (titrated, usually from 114 µM), without a hit: at the top dose activity change, negative = inhibition, hits mostly inhibitors; AlphaScreen BAZ2B-H3K14Ac peptide displacement; 360,000 compounds, 4.4% hits; also: % is scaled to controls: 0 for no effect and ±100 for the full control effect; nearly all actives have a fitted effect of over 60% in size
#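 BAZ2B (50 nM) with biotin-H3(5-23)K14Ac peptide (50 nM) in PBS pH 7.4, 0.01% Tween-20, preformed 30 min, then compound 30 min at room temperature; top concentration 110uM. AlphaScreen streptavidin donor/nickel chelate acceptor beads (10 ug/mL final), 20 min dark, signal read.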
# G9a block – G9a (human) methyltransferase inhibition; AID 504332; 350,000 compounds, 8.8% hits; Potency, µM (doses to about 102 µM), for inactives: at the top dose activity, negative = inhibition, actives largely listed as inhibitors; Q96KQ7; G9a H3K9 monomethylation, AlphaScreen, 2 h; also: % is scaled to controls: 0 for no effect and ±100 for the full control effect; nearly all actives have a fitted effect of over 75% in size
#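 Enzyme 20 nM + cpd, 15 min RT; add b-H3K9 pep 500 nM / SAM 20 uM; 2 h RT; anti-H3K9me1 Ab 0.5 ug/mL + SA donor / anti-rabbit acceptor beads 20 ug/mL each, 10 min; AlphaScreen read.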
# Anesthetic bind – binds horse apoferritin like a general anesthetic; Potency, µM (highest dose often 77.5 µM), without a hit: at the highest dose activity change, negative = displacement, most hits filed as inhibitors; 350,000 compounds, 0.074% hits; P02791; apoferritin/1-aminoanthracene competitive binding, fluorescence; also: % is scaled to controls: 0 for no effect and ±100 for the full control effect; nearly all actives have a fitted effect of over 20% in size
#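 Apoferritin-based anesthetic binding model; compound displacement of fluorescent 1-AMA measured as endpoint fluorescence after 10 minutes at room temperature, scaled to free-ligand and complex controls.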
# BLM inh – inhibitors of human Bloom syndrome helicase BLM. P54132. recombinant BLM DNA unwinding, fluorescence dequenching. Potency, µM (top dose mostly 56.1 µM), without a hit: at the top dose activity change, negative = inhibition, hits mostly inhibitors. 350,000 compounds, 0.2% hits;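 also: plate controls were vehicle for no effect and no enzyme for full effect; nearly all actives have a fitted effect of over 35% in size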
# APE1 inh – APE1 (human) endonuclease inhibition; Potency, µM (series often up to 65.8 µM), without a hit: top-dose activity change, negative = inhibition, usual class: inhibitors; AID 2517; recombinant APE1, TAMRA/BHQ-2 abasic DNA cleavage fluorescence; 350,000 compounds, 0.35% hits; P27695;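 also: plate controls were vehicle for no effect and reference inhibitor for full effect; nearly all actives have a fitted effect of over 55% in size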
#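 Readout is kinetic fluorescence (ex 525, em 598 nm) from cleavage of 50 nM TAMRA/BHQ-2 THF abasic duplex by 0.75 nM APE1, compound added 15 min beforehand at RT.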
# POLI inh – DNA polymerase iota (human) inhibition. Q9UNA4. Pol iota fluorescent replication assay, 10 min. Potency, µM (titrated, usually from 115 µM), inactives show at the top dose activity, negative = inhibition, hits mostly inhibitors. 390,000 compounds, 1% hits
#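 Pol iota at 10 nM preincubated 15 min with compounds at room temperature; reaction started with fluorescent substrate, 50 nM final. Fluorescence read kinetically at 0 and 10 min; buffer-only wells as negative control.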
# POLB inh – inhibitors of human DNA polymerase beta | P06746 | Pol beta primer extension/strand displacement, fluorescence kinetic | Potency, µM (top dose mostly 114 µM), without a hit: at the highest dose activity change, negative = inhibition, most hits filed as inhibitors | 340,000 compounds, 1.3% hits | AID 485314; also: % is scaled to controls: 0 for no effect and ±100 for the full control effect
#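 10 nM enzyme + cpd, 15 min RT; start with substrate 50 nM final; read 0 min and after 10 min RT. Corrected, normalized data; 4-parameter Hill curve fit.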
# The depositor's hits bear a star; u = inconclusive; x = not tested or not shown; & = joins results of further samples; [ ] = dose if it differs, or a comment. Calls follow the shape of the dose curve; as a rule, active = well fitted curve in the direction sought with a large enough effect; inconclusive = small, poorly fitted or top-dose-only effect, or another doubt; inactive = no such curve, though single readings can be large; an effect the other way counts as inactive or inconclusive. Potency is read from the fitted curve at half-maximal effect. Only part of the results is shown (hit frequency here may not be typical).
# Short forms – A = Pol eta inh; B = POLK inh; C = BAZ2B inh; D = G9a block; E = Anesthetic bind; F = BLM inh; G = APE1 inh; H = POLI inh; I = POLB inh
CCOC(=O)c1cnc(SC)nc1Oc1cccc(NS(=O)(=O)c2ccc(C)cc2)c1
  A: 5%	B: -1%	C: 8%	D: 12%	E: -10%	F: -1%	G: 1%	H: 28%	I: 26%

CCOC(=O)c1[nH]c2c(c1Cc1ccccc1)C(=O)CC(c1ccc(C(C)(C)C)cc1)C2 (stereo not drawn)
  A: -9%	B: -8%	C: -27%	D: -3%[59 µM]	E: -4%	F: -11%	G: x	H: 1%	I: 4%

CCOc1ccc(N2CC(C(=O)Oc3ccccc3)CC2=O)cc1 (stereo not drawn)
  A: 2%	B: -1%	C: 9%	D: -9%[59 µM]	E: -22%	F: -4%	G: -1%	H: -15%	I: -1%

COc1cc(C(=O)c2c(C)c(CCC#N)n3ccccc23)cc(OC)c1OC
  A: -8%	B: 3%	C: u	D: u	E: -13%	F: -4%	G: 13%	H: 31%	I: 20%

NC(=O)c1ccc(NC(=O)C2CCN(S(=O)(=O)Cc3ccccc3)CC2)cc1
  A: 1%	B: 1%	C: 0%	D: u	E: -5%	F: -3%	G: x	H: 9%	I: 0%

COc1ccc2nc(SCc3cccc(C)c3)nc(C)c2c1
  A: -20%	B: -9%	C: 217%[activator]	D: 321%[activator][59 µM]	E: -7%	F: -4%	G: -1%	H: 38%[activator]	I: -2%

COC(=O)CCC(=O)Nc1ccc(S(=O)(=O)N2CCc3ccccc32)cc1
  A: 3%	B: -20%	C: -2%	D: -5%	E: -8%	F: -4%	G: 15%	H: 107%[activator]	I: 0%

Cc1n[nH]c(C)c1S(=O)(=O)N1CCCC(C(=O)N2CCc3ccccc32)C1 (stereo not drawn)
  A: 4%	B: -10%	C: -6%	D: 24%[12.7 µM]	E: -11%	F: -6%	G: -2%	H: 27%	I: 7%

CCOC(=O)c1c(Nc2cccc(C(=O)OC)c2)nnc(-c2ccccc2)c1-c1ccccc1
  A: -12%	B: -2%	C: u	D: u	E: -16%	F: -13%	G: x	H: 7%	I: 27%

COc1ccc(-c2c(C)nn(-c3ccccc3)c2N)cc1
  A: -14%	B: -6%	C: -29%	D: -13%[59 µM]	E: -6%	F: 0%	G: -2%	H: 35%[activator]	I: u

C[C@@H](C(=O)NC1CCCCC1)N1C(=O)N2CCc3c([nH]c4ccccc34)[C@@]2(C)C1=O
  A: -19%	B: -3%	C: u	D: 5%[12.7 µM]	E: u	F: -1%	G: 28%	H: 7%	I: 20%

CCN(CC)S(=O)(=O)c1ccc2[nH]c(=O)c3ccccc3c2c1
  A: u	B: 11%	C: -14%	D: -5%	E: 0%	F: -9%	G: 6%	H: 13%	I: 27%

COc1ccccc1CNC(=O)CSCc1nc(-c2ccc(OC)c(OC)c2)oc1C
  A: 3%	B: -1%	C: u	D: u	E: -15%	F: 1%	G: x	H: -1%	I: 17%

COc1ccccc1N1CCN(S(=O)(=O)c2ccc3nc(-c4ccccc4)[nH]c3c2)CC1
  A: u	B: -11%	C: -33%	D: u	E: 0%	F: -7%	G: u	H: 137%[activator]	I: 24%

Cc1cccc(NC(=O)CSc2nnc(CNC(=O)c3ccco3)n2C)c1C
  A: -2%	B: -1%	C: -4%	D: 0%[0.501 µM]	E: x	F: x	G: 16%	H: 11%	I: x

O=c1[nH]n(-c2ccccc2)c(=O)c(Cl)c1Cl
  A: 0%	B: -9%	C: -28%	D: 36%[59 µM]	E: -16%	F: 0%	G: 1%	H: u	I: -3%

Cc1cccc(CSc2nc(N)c(C#N)c(-c3cccs3)c2C#N)c1
  A: -8%	B: -8%	C: 2%	D: 15%[59 µM]	E: -16%	F: -10%	G: -4%	H: 8%	I: -3%

O=C(N=Nc1c(O)[nH]c2ccc([N+](=O)[O-])cc12)c1ccccc1[N+](=O)[O-]
  A: -7%	B: -9%	C: -32%	D: 4%[59 µM]	E: u	F: -15%	G: 1%	H: 17%	I: -5%

CCC(C)n1c(OC)nc2c1c(=O)n(C)c(=O)n2C (stereo not drawn)
  A: -8%	B: -3%	C: -3%	D: -15%	E: -3%	F: -4%	G: 2%	H: -6%	I: -1%

CCc1nc(SCC(=O)N2CCCCC2)c2c(=O)n(C)c(=O)n(C)c2n1
  A: 2%	B: -3%	C: -10%	D: x	E: u	F: -3%	G: 10%	H: -3%	I: -15%

CN(Cc1ccccc1)C(=O)COC(=O)c1cc([N+](=O)[O-])ccc1N1CCOCC1
  A: -18%	B: -7%	C: -6%	D: 30%[0.501 µM]	E: x	F: x	G: 10%	H: 29%	I: x

CCCCCc1ccc(-c2cn(CC3CCCCC3)nn2)cc1
  A: -10%	B: 0%&10%	C: 0%[57.1 µM]	D: 46%[activator]	E: -1%	F: -1%	G: 48%[activator]	H: 20%&19%	I: 13%

CC1(C)CC(NC(=O)c2ccncc2)CC(C)(C)N1O
  A: -7%	B: -11%	C: u	D: u	E: -1%	F: 1%	G: -1%	H: -1%	I: 1%

Cc1ccc(-c2nc(S(=O)(=O)c3ccc(C)cc3)c(N3CCN(c4ccccc4)CC3)o2)cc1
  A: -13%	B: 9%	C: u	D: -16%[59 µM]	E: -8%	F: 1%	G: x	H: -9%	I: 17%

C#CCOCCOCCOCCNc1nc(N2CCN(C(=O)[C@H]([C@@H](C)CC)n3cc([C@@H](N)Cc4ccc(O)cc4)nn3)CC2)nc(N2CCN(C(=O)[C@H](CCCCN)n3cc([C@@H](N)CO)nn3)CC2)n1
  A: x	B: x	C: 50µM*	D: u	E: -8%	F: 5%	G: 8%	H: x	I: -9%

O=C(Nc1ncccc1Cl)C1COc2ccccc2O1 (stereo not drawn)
  A: -7%	B: -8%	C: -16%	D: 5%[12.7 µM]	E: u	F: 1%	G: 5%	H: 8%	I: 7%

Cc1c(OCC(=O)N[C@@H](Cc2ccccc2)C(=O)O)ccc2c3c(c(=O)oc12)CCC3
  A: 3%	B: -10%	C: 11%[57.1 µM]	D: x	E: -9%	F: 0%	G: 9%	H: -24%	I: 15%

Cc1ccc(Cn2c(CO)cnc2SCC(=O)Nc2ccc(C)c(Cl)c2)cc1
  A: 4%	B: -9%[60.1 µM]	C: u	D: u	E: 149%[activator]	F: -6%	G: x	H: -13%	I: -18%

NS(=O)(=O)c1ccc(CCNC(=O)CSc2nc3ccsc3c(=O)n2C2CC2)cc1
  A: -12%	B: -1%	C: 15%	D: 71µM*	E: 28%	F: -8%	G: 16%	H: 1%	I: -1%

OCCC1CN(Cc2cn[nH]c2C2CCCCC2)CCN1C1CCCC1 (stereo not drawn)
  A: -4%	B: 9%	C: -14%	D: 3%	E: -5%	F: -7%	G: 2%	H: 7%	I: -6%

CN(Cc1ccccc1)C(NC(=O)c1ccco1)C(Cl)(Cl)Cl (stereo not drawn)
  A: -18%	B: 3%	C: -19%	D: -2%	E: -21%	F: -6%	G: -4%	H: 23%	I: -16%

C#CCOCCOCCOCCNc1nc(N2CCN(C(=O)Cn3cc(CCCN=C(N)N)nn3)CC2)nc(N2CCN(C(=O)Cn3cc(CCCN=C(N)N)nn3)CC2)n1
  A: x	B: x	C: u	D: 25µM*	E: -14%	F: 57%[activator]	G: u	H: x	I: 1.6µM*

O=C(COC(=O)c1ccccc1O)Nc1ncc(Cl)cc1Cl
  A: 18µM*	B: 35µM*	C: 50µM*	D: 35µM*	E: -21%	F: -21%	G: -1%	H: 40µM*	I: 6%

CCOC(=O)c1ccc(NC(=O)c2c(O)c3ccccc3n(C)c2=O)cc1
  A: x	B: x	C: 13%	D: u	E: -5%	F: 0%	G: 10%	H: x	I: 33%

CCN(Cc1nc(-c2ccc(C)cc2)no1)C(=O)c1ccco1
  A: -15%	B: 7%	C: 3%	D: u	E: -5%	F: -4%	G: 21%	H: 9%	I: -3%

O=[N+]([O-])c1ccc(C[n+]2cc(-c3ccccc3)n3c2CCCCC3)cc1
  A: -25%	B: -7%	C: -10%	D: -6%	E: -6%	F: -12%	G: 18%	H: 75%[activator]	I: 1%

Cc1ccc(C(=O)NC(C#N)=C(Cl)Cl)cc1
  A: -2%	B: -9%	C: -5%	D: x	E: -9%	F: -3%	G: 15%	H: 22%	I: 3%

O=C(CN1C(=O)c2ccccc2C1=O)NCc1ccncc1
  A: -6%	B: 17%	C: -1%	D: 8%[59 µM]	E: -10%	F: 0%	G: 0%	H: -22%	I: 3%

CCC(C)n1c(SCc2ccc([N+](=O)[O-])cc2)nc2ccsc2c1=O (stereo not drawn)
  A: -14%	B: -2%	C: -26%	D: -14%	E: -3%	F: -9%	G: -6%	H: 191%[activator]	I: -9%

CCOC(=O)N1CCN(c2cc(=O)n(-c3ccc(C)cc3)c(=O)[nH]2)CC1
  A: -8%	B: -1%	C: x	D: 50µM*	E: -7%	F: 3%	G: -4%	H: -25%	I: 6%

Cn1c(=O)c(C(=O)NNC(=O)c2ccccc2Br)c(O)c2ccccc21
  A: -16%	B: -7%	C: -2%	D: 10%[59 µM]	E: -2%	F: -14%	G: 9%[12.4 µM]	H: 72%[activator]	I: 26%

O=C(O)c1cc(Cl)c(Cl)cc1C(=O)Nc1cccc2cccnc12
  A: -12%	B: -10%	C: -38%	D: u	E: -1%	F: -13%	G: -2%	H: 22%	I: 24%

# Quoted at random: 4 records from the list, in no set order.
# Short forms – A = Pol eta inh; B = POLK inh; C = BAZ2B inh; D = G9a block; E = Anesthetic bind; F = BLM inh; G = APE1 inh; H = POLI inh; I = POLB inh
CCN(Cc1nc(-c2ccc(C)cc2)no1)C(=O)c1ccco1
  A: -15%	B: 7%	C: 3%	D: u	E: -5%	F: -4%	G: 21%	H: 9%	I: -3%

Cc1c(OCC(=O)N[C@@H](Cc2ccccc2)C(=O)O)ccc2c3c(c(=O)oc12)CCC3
  A: 3%	B: -10%	C: 11%[57.1 µM]	D: x	E: -9%	F: 0%	G: 9%	H: -24%	I: 15%

O=C(CN1C(=O)c2ccccc2C1=O)NCc1ccncc1
  A: -6%	B: 17%	C: -1%	D: 8%[59 µM]	E: -10%	F: 0%	G: 0%	H: -22%	I: 3%

O=C(O)c1cc(Cl)c(Cl)cc1C(=O)Nc1cccc2cccnc12
  A: -12%	B: -10%	C: -38%	D: u	E: -1%	F: -13%	G: -2%	H: 22%	I: 24%
